# Source: PubChem BioAssay (National Center for Advancing Translational Sciences (NCATS))
# p53ts 39C tox: qHTS Screen for Compounds that Selectively Target Cancer Cells with p53 Mutations: Cytotoxicity of p53ts Cells at the Nonpermissive Temperature; H1299-p53A138V viability at 39C, ATP luminescence, 24 h; Potency, µM (highest dose often 46.1 µM), without a hit: at the highest dose activity change, negative = cell killing, hits mostly cytotoxic; actives 1.5% (n = 130,000); active = well fitted cell-killing curve with a large enough effect; inconclusive = small, poorly fitted or top-dose-only effect; inactive = no such curve, though single readings can be large or run the other way; note: nearly all actives have a fitted effect of over 55% in size
# An asterisk follows results filed as active; u = inconclusive. % is set by controls: 0 for no effect and ±100 for the full control effect; potency is the fitted concentration of half-maximal effect.
SMILES,p53ts 39C tox
CC1=NN(c2ccccc2)C(=O)/C1=C\c1cc(C)n(-c2ccccc2)c1C,20.3%
O=C(Cc1cccc(C(F)(F)F)c1)NCc1ccc(Cl)cc1Cl,8.5%
Cc1ccc(-n2nnnc2SCC(=O)Nc2ccccc2-c2ccccc2)cc1C,-19.4%
O=C(NC1CCCCC1)C12CC3CC(CC(Cl)(C3)C1)C2,19.3%
O=C(Nc1ccccc1-c1ccccc1)c1cc(C(F)(F)F)cc(C(F)(F)F)c1,-8.8%
COc1ccc(NC(=S)NCc2ccc(S(N)(=O)=O)cc2)c(OC)c1,-1.1%
COc1ccc(NC(=O)/C(C#N)=C\C=C\c2ccco2)cc1,-14.5%
COc1ccc(CCNC(=O)c2ccc(CNS(=O)(=O)c3ccc(C(C)(C)C)cc3)cc2)cc1OC,-14.5%
COc1ccc(CSCC(=O)Nc2ccc(S(=O)(=O)N3CCCCCC3)cc2)cc1,-8.8%
CCCCOC(=O)CCN1C(=O)/C(=C2\SC(=S)N(CCC(=O)OCCCC)C2=O)SC1=S,2.1%
Cc1ccccc1OCC(=O)Nc1cc(Cl)ccc1Oc1ccccc1,-5.9%
CSc1ccc(/C=C(\NC(=O)c2ccc(C)cc2)C(=O)Nc2cccc(C)c2)cc1,1.3%
O=[N+]([O-])c1cccc(S(=O)(=O)c2ccc(N3CCCCC3)c([N+](=O)[O-])c2)c1,-22.2%
CC1CCC(NC(=O)c2ccc(S(C)(=O)=O)cc2)CC1 (stereo not given),-14.4%
O=C(CSCc1ccccc1)Nc1cccc(F)c1,8.2%
Cc1ccc(C(=O)OCC(=O)NCc2cccs2)cc1,-3.0%
CC1(C)CC(C(=O)NCCC(c2ccccc2)c2ccco2)CCO1 (stereo not given),5.0%
COc1ccc(C(C)(C)C)cc1NC(=O)CCCn1c(=O)oc2ccccc21,-5.8%
Cc1ccc(NC(=O)/C=C/C(=O)O)c([N+](=O)[O-])c1,1.0%
C=C(C)C(=O)NC1=NN(c2ccccc2)C(=O)C1,10.1%
COc1ccc(NC(=O)c2cccc(NC(=O)C(C)C)c2)c([N+](=O)[O-])c1,5.7%
O=C(Cc1ccccc1)NC1c2ccccc2-c2ccccc21,-1.7%
COC(=O)c1ccc(CSc2nnc(-c3c[nH]c4ccccc34)n2-c2ccccc2)cc1,-9.4%
COc1ccc(Nc2nc(C(F)(F)F)nc(C)c2C#N)cc1,1.4%
COC(=O)c1cc(NC(=S)NCc2ccc(Cl)cc2)cc(C(=O)OC)c1,-9.2%
# (next part)
SMILES,p53ts 39C tox
CCOc1ccc(C(=O)O/N=C(\N)c2ccc([N+](=O)[O-])cc2)cc1OCC,0.0%
COc1cc(NC(=O)COC(=O)CSc2cc(C)ccc2C)c(C)cc1[N+](=O)[O-],8.4%
CSc1nc(-c2ccccc2)cc(C(F)(F)F)c1C#N,10.9%
c1ccc2[nH]c(SCc3cn4cccnc4n3)nc2c1,-9.3%
COc1ccc(Cl)cc1NC(=S)NCc1ccccn1,-6.5%
Cc1ccccc1OCCNc1cc(N2CCN(CCO)CC2)ccc1[N+](=O)[O-],-25.7%
CC(=O)Nc1ccc(Sc2ncnc3scc(-c4ccccc4)c23)cc1,0.6%
Cc1c(NC(=S)NC(NC(=O)CC(C)C)C(Cl)(Cl)Cl)c(=O)n(-c2ccccc2)n1C (stereo not given),-5.2%
N#C/C(=C/c1ccc(-c2ccc(S(N)(=O)=O)cc2)o1)c1nc2ccccc2s1,29.1%
CCOC(=O)c1c(NC(=O)c2ccccc2N(C)S(=O)(=O)c2ccccc2)sc2c1CCCC2,10.5%
COc1ccccc1NC(=O)Cc1c(F)cccc1Cl,-3.8%
O=C(CSc1ccccc1)Nc1cc(Cl)ccc1Oc1ccccc1,4.7%
O=C(COc1ccccc1[N+](=O)[O-])N/N=C/c1ccccn1,-4.8%
O=C(Cc1ccccc1)Nc1nnc(-c2cccc([N+](=O)[O-])c2)s1,15.1%
O=C(NNc1c2ccccc2nc2ccccc12)c1cccc(O)c1,7.8%
O=C(NCCO)/C(=C\c1cccs1)NC(=O)c1cccs1,-13.2%
Cc1ccc(Cl)c(OC(=O)c2nn(C(C)C)c(=O)c3ccccc23)c1,-24.9%
O=C(CSCC(=O)Nc1cccc([N+](=O)[O-])c1)Nc1ccccc1,5.6%
Cc1ccc(C(=O)Nc2ccc(Cl)cc2C(F)(F)F)c(Cl)c1,-6.8%
CCC(C(=O)OCC(=O)Nc1cc(Cl)ccc1Cl)c1ccccc1 (stereo not given),-8.7%
CCC(C)c1ccc(NC(=S)NCc2cccnc2)cc1 (stereo not given),0.6%
COC(=O)c1ccccc1NC(=S)NC(=O)c1ccc(C)cc1,3.7%
CCOC(=O)c1cc(CC)sc1NC(=O)c1cccc(N2C(=O)CCC2=O)c1,-7.9%
CCOc1ccc(S(=O)(=O)Oc2ccc3ccccc3c2)cc1,-10.1%
Cc1cc(C(=O)OCC(=O)N2CC(=O)Nc3ccccc32)c(C)n1-c1ccccc1,9.2%
# Later entries
SMILES,p53ts 39C tox
COc1ccccc1CN1C(=O)c2cccc3cccc(c23)C1=O,5.7%
Cc1ccccc1Oc1nc2c(C)cccn2c(=O)c1/C=C(\C#N)C(=O)Nc1c(C)n(C)n(-c2ccccc2)c1=O,-9.1%
CCSc1nc2ccccc2n1C(=O)c1ccc(S(=O)(=O)N2CCCCCC2)cc1,18.9%
Cc1ccc(C(=O)N/C(=C/c2cccc([N+](=O)[O-])c2)C(=O)NC(C)C)cc1,-0.7%
COc1ccc(C(=O)N(C)Cc2ccccc2)cc1Br,0.7%
O=C(CSc1ccc(-c2ccco2)nn1)NCc1ccc(Cl)cc1,9.5%
CC(C)N(C(=O)COC(=O)CNC(=O)c1ccc(Br)cc1)c1ccccc1,-5.8%
Cc1[nH]c2ccccc2c1/C=C/c1nc2ccccc2c(=O)n1-c1ccc([N+](=O)[O-])cc1,2.5%
COc1ccc(/C(O)=C2/C(=O)C(=O)N(CCCN(C)C)C2c2cccc(Cl)c2)cc1OC (stereo not given),-0.7%
COc1ccc(/C=N/Nc2cc(C)nc(NS(=O)(=O)c3ccc(C)cc3)n2)cc1,-1.1%
COc1ccc(NC(=O)c2ccco2)c([N+](=O)[O-])c1,-7.8%
O=C(Oc1ccc2ccccc2c1Cl)N1CCCCCC1,u
Clc1ccc(CN2CCCCCCC2)cc1,-18.3%
CC1CCCCN1S(=O)(=O)c1ccc(C(=O)Nc2ccccc2-c2nc3ccccc3[nH]2)cc1 (stereo not given),25.4%
Cc1[nH]c2ccccc2c1C1=NNC(=Nc2ccc(F)cc2)SC1,-9.1%
Cc1cc([N+](=O)[O-])nn1Cc1ccc(C(=O)N/N=C/c2ccccc2)cc1,-1.0%
COc1ccccc1C1/C(=C(/O)c2ccc(C)cc2)C(=O)C(=O)N1CCN1CCOCC1 (stereo not given),-4.2%
O=C(COc1ccc(Cl)cc1)NCc1nnc2c3ccccc3c(-c3ccccc3)nn12,-9.0%
O=C(CSc1ccccc1C(=O)NCc1ccccc1)NC12CC3CC(CC(C3)C1)C2,-7.3%
O=C(/C=C/c1cccc(Cl)c1)Nc1ncccn1,-20.2%
COc1ccc(C(=O)N/C(=C\c2ccco2)C(=O)NCCCn2ccnc2)cc1,-4.2%
COc1cc(N=c2c([N+](=O)[O-])nn(-c3ccc4c(c3)OCCO4)n2O)cc(OC)c1,11.2µM*
COc1cccc(/C=C/C(=O)NCCc2ccc(OC)c(OC)c2)c1,15.2%
COc1ccc(C(=O)Nc2nc(-c3ccc([N+](=O)[O-])cc3)c(-c3ccc(OC)cc3)s2)cc1,1.9%
CC(=O)N1N=C(c2ccc(C)o2)CC1c1ccc(F)cc1 (stereo not given),8.2%

# Looked up above.
# Result of CC(C)N(C(=O)COC(=O)CNC(=O)c1ccc(Br)cc1)c1ccccc1 under p53ts 39C tox: -5.8%
# Result of CCSc1nc2ccccc2n1C(=O)c1ccc(S(=O)(=O)N2CCCCCC2)cc1 under p53ts 39C tox: 18.9%

# (listing goes on)
SMILES,p53ts 39C tox
CS(=O)(=O)CCC(C(=O)OCc1ccc(Br)cc1)N1C(=O)c2ccccc2C1=O (stereo not given),6.8%
O=C(CCCOc1ccc(Cl)cc1Cl)N/N=C/c1ccccc1,-19.4%
O=C(Nc1ccccc1F)c1ccccc1-c1ccccc1,17.5%
O=C(COc1ccc(F)cc1)N1c2ccccc2CCc2ccccc21,-9.2%
O=C(O)c1ccc(N/N=C/c2ccc3ncccc3c2)cc1,0.6%
COc1ccc(-n2c(=O)c3ccccc3c3ccccc3c2=O)cc1,-0.3%
Fc1ccc(Nc2nc(-c3ccncc3)nc3ccccc23)cc1F,3.6%
Oc1c(C=C2N=c3ccccc3=N2)sc(=S)n1C1CCCCC1,6.3%
N#Cc1c(N)nc2c(c1-c1ccc(Br)s1)CCCC2,16.4%
Cc1ccnc(NC(=O)c2sc3cc(Cl)ccc3c2Cl)c1,5.1%
CCOc1ccc(N=c2cc(-c3ccc(OC)cc3)oc3ccccc23)cc1,-11.4%
O=C(/C=C/c1ccc(Br)o1)NC(c1ccccc1)c1ccccc1,8.8%
O=C(Nc1ccc(-c2nc3ccccc3c(=O)o2)cc1)c1ccco1,10.4%
COc1ccc(N2C(=O)/C(=C\c3ccco3)N=C2SCC(=O)NC(C)C)cc1Cl,5.8%
O=C(CS(=O)(=O)c1ccc2ccccc2c1)Nc1ccccc1Cl,-9.2%
FC(F)Sc1ccc(-n2cc(-c3ccc(Cl)cc3)[n+]3c2CCC3)cc1,15.4%
COc1ccc(-n2c(SC(C)C(=O)Nc3ncc(Cl)cc3Cl)nc3ccccc32)cc1 (stereo not given),18.7%
COc1cc2c(cc1NC(=O)COC(=O)[C@@H](NC(=O)c1ccccc1)C(C)C)oc1ccccc12,-6.9%
COc1ccc(C(=O)Nc2ccc(NC(=O)c3cccs3)cc2)cc1[N+](=O)[O-],10.5%
CCN(C(=O)c1ccc(S(C)(=O)=O)cc1)C12CC3CC(CC(C3)C1)C2,13.8%
CCN1C(=O)/C(=C2/C=Cc3cc(C)ccc3N2CC)N(C)C1=S,-9.5%
Cc1ccc(-n2nnnc2Sc2nc([N+](=O)[O-])nn2C)cc1,-3.9%
Cc1ccc(NC(=O)c2ccc(S(=O)(=O)C(F)F)cc2)c(C)c1,6.8%
Cc1cccc(NC(=O)CN2CCC(NC(=O)C3CCCCC3)CC2)c1C,9.2%
Cc1cccc(C)c1-n1c(SCC(=O)N2CC(=O)Nc3ccccc32)nc2ccccc2c1=O,-3.1%

# 15 of the compounds above, with bars between the fields.
structure | p53ts 39C tox
CCOc1ccc(N=c2cc(-c3ccc(OC)cc3)oc3ccccc23)cc1 | -11.4%
O=C(/C=C/c1ccc(Br)o1)NC(c1ccccc1)c1ccccc1 | 8.8%
O=C(Nc1ccc(-c2nc3ccccc3c(=O)o2)cc1)c1ccco1 | 10.4%
COc1ccc(N2C(=O)/C(=C\c3ccco3)N=C2SCC(=O)NC(C)C)cc1Cl | 5.8%
O=C(CS(=O)(=O)c1ccc2ccccc2c1)Nc1ccccc1Cl | -9.2%
FC(F)Sc1ccc(-n2cc(-c3ccc(Cl)cc3)[n+]3c2CCC3)cc1 | 15.4%
COc1ccc(-n2c(SC(C)C(=O)Nc3ncc(Cl)cc3Cl)nc3ccccc32)cc1 (stereo not given) | 18.7%
COc1cc2c(cc1NC(=O)COC(=O)[C@@H](NC(=O)c1ccccc1)C(C)C)oc1ccccc12 | -6.9%
COc1ccc(C(=O)Nc2ccc(NC(=O)c3cccs3)cc2)cc1[N+](=O)[O-] | 10.5%
CCN(C(=O)c1ccc(S(C)(=O)=O)cc1)C12CC3CC(CC(C3)C1)C2 | 13.8%
CCN1C(=O)/C(=C2/C=Cc3cc(C)ccc3N2CC)N(C)C1=S | -9.5%
Cc1ccc(-n2nnnc2Sc2nc([N+](=O)[O-])nn2C)cc1 | -3.9%
Cc1ccc(NC(=O)c2ccc(S(=O)(=O)C(F)F)cc2)c(C)c1 | 6.8%
Cc1cccc(NC(=O)CN2CCC(NC(=O)C3CCCCC3)CC2)c1C | 9.2%
Cc1cccc(C)c1-n1c(SCC(=O)N2CC(=O)Nc3ccccc32)nc2ccccc2c1=O | -3.1%

# Carrying on.
SMILES,p53ts 39C tox
N=C1S/C(=C\c2ccc(-c3cccc(Cl)c3)o2)C(=O)N1c1nccs1,0.2%
Cc1ccc(C(=O)Nc2ccccc2Sc2ccccc2)cc1,-6.0%
O=C(N/N=C/c1cccc(F)c1)c1c(O)c2ccccc2[nH]c1=O,-1.2%
COc1ccc(CCN(Cc2cccs2)S(=O)(=O)c2ccc(S(=O)(=O)N3CCCCCC3)cc2)cc1OC,4.9%
CCn1c(SCC(=O)Nc2ccc(C)cc2)nc2nc3c(cc2c1=O)CCCC3,-0.8%
Cc1cc(C)n(C(=O)c2ccccc2[N+](=O)[O-])n1,7.7%
CC(C)(C)c1nnc(N/N=C/c2cc(Br)ccc2O)n(N)c1=O,u
CSCCC(NC(=O)c1cccc([N+](=O)[O-])c1)c1nc2ccccc2[nH]1 (stereo not given),0.0%
O=C1CN(C(=O)COC(=O)/C=C/c2ccc(OC(F)F)cc2)c2ccccc2N1,-5.8%
CCc1ccc2c(c1)c1nnc(NN)nc1n2CC,-8.9%
Brc1ccc2c(c1)OCCOCCOCCOCCOCCO2,8.2%
CCOC(=O)C1CCN(c2c(-c3ccccc3)c3cc(Cl)ccc3[nH]c2=O)CC1,6.2%
O=C(/C=C/c1ccccc1Cl)N1CCCN(C(=O)/C=C/c2ccccc2Cl)CC1,-1.5%
Cn1cnnc1Sc1ccc(C(=O)OCC(=O)Nc2cc(Cl)cc(Cl)c2)cc1[N+](=O)[O-],3.2%
COc1ccc(C2CC(c3ccc(Br)cc3)=NN2C(=O)CSC2=NCCS2)cc1 (stereo not given),-12.3%
CCCCn1c(/N=C/c2ccccc2NS(=O)(=O)c2ccc(C)cc2)nc2ccccc21,-15.8%
CCCCn1c(CNC(=O)C23CC4CC(CC(C4)C2)C3)nnc1SC(C)CC (stereo not given),-8.7%
O=C(/C=C/c1ccc(Cl)cc1)NC(=S)Nc1ccc(NC(=O)c2ccco2)cc1,-18.4%
CN1CCN(NC(=O)C2CC2)CC1,-3.0%

# The list is partial, so the mix of outcomes need not match the whole.
